Screening data (PubChem)
Yfh1-depleted yeast: mitochondrial function rescue without frataxin homolog – Friedreich's ataxia, plus single-dose screen, dose response (AID 1465). S. cerevisiae Yfh1-off respiration, WST-1 reduction, 72 h; higher fold induction means a stronger effect. hit rate 0.074% among 220,000. fold induction at 50 µM; hits with a dose series show EC50 in µM;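 active = fold induction of absorbance versus untreated yeast above a set limit, then at least 30% activation at any dose in follow-up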;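 also: activators that raise dye reduction in frataxin-depleted yeast; strong numbers were not always called active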
HIV fusion peptide: inhibitors of HIV fusion peptide binding, primary screen, biochemical, uHTS, fluorescence dequenching (AID 1986) | cell-free peptide binding, fluorescence dequenching, 30 min; higher % means a stronger effect | one-dose inhibition, % at 20 µM; IC50 in µM for titrated hits | hit rate 0.3% among 290,000; in the data active = inhibition mostly above about 52%, no sharp cut-off; inactive = mostly below about 76%; also: some results filed as inactive read as strong as hits
Dynein cargo inh: dynein cargo transport inhibition; 3617.4 mouse cells, GR-EGFP nuclear translocation imaging; test concentration mostly 20 µM; stimulated with dexamethasone, 1 µM; hits give low values; z-score, hits read low; hit rate 0.47% among 220,000;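 active = plate z-score of nuclear minus cytoplasmic receptor signal below a set negative limit, without overly bright fluorescence or cell loss, cut at about -3.5 in these data, passing the limit was not always enough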;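 also: z-score of nuclear minus cytoplasmic ring GR-EGFP intensity difference per well; some compounds called inactive have numbers as strong as hits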
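Buffer or medium: tet-free, stripped-serum medium; reagent: dexamethasone at 1.0 µM final, 30 min; incubation: 48 h induction, 1 h compound, 30 min dex at 37 °C; measured by: formaldehyde fixation, Hoechst nuclear stain, 10x automated fluorescence imaging; read-out: nuclear-to-cytoplasmic GR-EGFP distribution per well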
MT stabilize HCS: microtubule stabilization, imaging screen; HeLa tubulin immunostaining HCS, 24 h; share of cells brighter than vehicle mean+2SD; % tubulin-high responders, % at 10 µM; hit rate 0.83% among 200,000;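 active = plate Z-score above 3 for both tubulin-high and condensed-nucleus cell shares, with cell loss under 80%, at 10 µM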;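 also: anti alpha tubulin signal scored within the nucleus-defined area of each cell; some results filed as inactive read as strong as hits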
WT yeast gro inh: growth inhibition of WT yeast, mitochondrial fusion screen. hit rate 2.1% among 190,000. AID 1362. mitochondrial fusion phenotypic screen, WT strain. inhibition, % at 10 µM; in the data active = inhibition above about 58%; tested in S. cerevisiae
Autophagy HCS: autophagy modulation, high-content screen; calls only at 10 µM (by protocol); MEF GFP-LC3 puncta imaging; test concentration mostly 10 µM; hit rate 0.98% among 190,000;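 active = percentage of spot-positive cells more than 3 SD above its plate mean, without a fluorescence outlier flag or 80% toxicity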;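 also: spot-positive cell cutoff set from DMSO-treated cells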
Insulin prom up: MIN6 insulin promoter up-regulation. z-score at 5 µM. AID 1625. hit rate 0.3% among 190,000. MIN6 insulin promoter-GFP reporter, high-content imaging; hits give high values;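 active = z-score above 3 at 5 µM with at least 500 cells counted in the well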
bCat nuc transl: beta-catenin nuclear translocation modulation; HeLa beta-catenin nuclear translocation, immunofluorescence imaging; nuclear translocation activity, % at 5 µM; hit rate 0.3% among 190,000; AID 1665;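 active = nuclear translocation activity above 50% at 5 µM, with a well cell count of 50 or more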;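 also: per-cell ratio of nuclear to cytoplasmic median beta-catenin stain intensity; plate controls were DMSO negative control for no effect and GSK-3 inhibitor IX positive control for full effect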
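System: Human HeLa cells, endogenous beta-catenin | Compound dosing: 5 µM primary, 0.02–20 µM confirmation | Timing: 24 h compound exposure at 37°C, 5% CO2 | Measured by: Fluorescence imaging of beta-catenin antibody stain plus DAPI | Read-out basis: % activation of per-cell nuclear versus cytoplasmic median beta-catenin signal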
AID2073: disruptors of CaV2.2 binding to Mint1 – biochemical, HTRF (AID 2073); hit rate 0.19% among 290,000; inhibition, % at 20 µM, or IC50 in µM where a hit was titrated; HTRF protein-protein interaction, Mint1-CaV2.2; higher % means a stronger effect; in the data active = inhibition mostly above about 51%, no sharp cut-off; also: some results filed as inactive read as strong as hits
WT yeast gro inh mutant strain: recorded beside WT yeast gro inh, whose call it bears; inhibition, %; mitochondrial fusion phenotypic screen, mutant strain inhibition
Dynein cargo inh cytoplasmic EGFP: recorded beside Dynein cargo inh, whose call it bears; z-score; measured here: cytoplasmic GR-EGFP intensity; hits give high values
Dynein cargo inh nuclear GR-EGFP: recorded beside Dynein cargo inh, whose call it bears; z-score; measured here: nuclear GR-EGFP intensity;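 lower value marks the stronger effect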
Dynein cargo inh cell count: also measured in Dynein cargo inh; calls as there; z-score; measured here: cell count per field
Insulin prom up cell count: further read-out of Insulin prom up, marked with its call; cell count; measured here: cytotoxicity, nuclei count;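 total cells summed across four imaged fields per well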
bCat nuc transl cell count 5 µM: further read-out of bCat nuc transl, marked with its call; cell count; measured here: cell count, cytotoxicity flag
MT stabilize HCS Hoechst-high %: further read-out of MT stabilize HCS, marked with its call; % Hoechst-high responders; measured here: nuclear condensation Hoechst responders;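 share of cells brighter than vehicle mean plus two SD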
MT stabilize HCS cytotoxicity %: second read-out of MT stabilize HCS, no call of its own (marks repeat the call); toxicity, %; measured here: cytotoxicity by cell density;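 0% = mean cell density of plate MIN control wells and 100% = no cells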
Autophagy HCS cell loss 18 h: recorded beside Autophagy HCS, whose call it bears; toxicity, %; measured here: cell loss, nuclei count;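 cell loss after 18 h compound exposure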
Active calls of the source: *; i = inactive; / = no result given.

1) O=C(NCCc1ccccc1)C1CCCN(S(=O)(=O)c2cccc3nonc23)C1 (stereo not drawn)
2) Cc1nc2sc3c(NCc4ccco4)ncnc3c2c2c1COC(C)(C)C2
3) O=S(=O)(Nc1ccc(S(=O)(=O)Nc2nccs2)cc1)c1ccc2c(c1)OCCO2
4) C=CCN1C(=O)NC2(CCCCC2)C1=O
5) COc1ccc(/C=N/NC(=O)CN(c2ccc(OC)cc2)S(=O)(=O)c2ccccc2)cc1
6) CC(=O)c1ccc(OCCn2cnc3ccccc32)cc1
7) O=S(=O)(NCC(c1ccco1)N1CCN(c2ccccc2F)CC1)c1ccc(F)cc1 (stereo not drawn)
8) CCN1CCN(CC(=O)Nc2ccc(Cl)c(Cl)c2)C(=O)C1=O
9) CC(C)(CC(=O)O)CC(=O)Nc1ccc(Oc2ccc(C(C)(C)C)cc2)nc1
10) O=C(CSc1nncs1)NC1CCCc2ccccc21 (stereo not drawn)
assay / compound,1,2,3,4,5,6,7,8,9,10
Yfh1-depleted yeast,i,i,i,i,i,i,i,i,i,i
HIV fusion peptide,3.6%,1.3%,-0.3%,3.0%,-1.9%,0.6%,-1.2%,0.4%,2.0%,-0.1%
Dynein cargo inh,-0.42,0.96,0.29,-0.31,-0.84,0.15,2.6,-0.31,-0.061,-1.4
Dynein cargo inh cytoplasmic EGFP,0.25,-0.24,-0.29,-0.19,-0.28,-0.25,-0.3,-0.23,-0.3,-0.23
Dynein cargo inh nuclear GR-EGFP,0.13,0.38,0.24,0.1,-0.53,0.14,0.92,-0.16,-0.12,-0.6
Dynein cargo inh cell count,0.32,0.032,1,-0.013,0.81,0.18,-1.2,0.0077,0.28,0.88
MT stabilize HCS,2.0,6.6,1.6,2.6,4.1,2.7,2.0,4.3,/,2.9
MT stabilize HCS Hoechst-high %,1.9,2.6,1.1,1.7,1.6,1.7,3.3,2.7,/,2.7
MT stabilize HCS cytotoxicity %,8.4,5.9,5.2,4.9,8.8,2.7,12,8.3,/,10
WT yeast gro inh,2,-38,11,-1,16,3,14,8,/,3
WT yeast gro inh mutant strain,6,-8,29,9,7,1,-44,-1,/,14
Autophagy HCS,i,i,i,i,i,i,i,i,/,i
Autophagy HCS cell loss 18 h,-1,-3,0,18,-33,6,-3,15,/,4
Insulin prom up,-1.7,/,0.46,0.61,/,-0.12,0.21,-1.9,/,0.02
Insulin prom up cell count,1100,/,957,1560,/,1188,1249,981,/,1421
bCat nuc transl,-5.9,2.0,2.7,-3.1,0.3,/,-5.3,/,-4.6,-1.4
bCat nuc transl cell count 5 µM,1202,482,1163,1060,1039,/,555,/,1217,1084
AID2073,5%,2%,-8%,0%,11%,-1%,14%,7%,6%,27%

Brought forward from above: 2 compounds, followed by the next part.
9) CC(C)(CC(=O)O)CC(=O)Nc1ccc(Oc2ccc(C(C)(C)C)cc2)nc1
10) O=C(CSc1nncs1)NC1CCCc2ccccc21 (stereo not drawn)
11) Cc1cccc(C2CC(c3ccc(F)cc3)Nc3nc(N)nn32)c1 (stereo not drawn)
12) CC(C)CC(=O)Nc1ccc(N2CCOCC2)cc1
13) CC1(C)N([O-])C(c2ccccc2)=C[N+](=O)C1(C)C
14) C/C=C(\C)C(=O)Nc1cccc(C2=NOC3(C2)C[C@@H](C(N)=O)N(C(=O)/C(C)=C/C)C3)c1 (stereo partly drawn)
15) COc1ccc(S(=O)(=O)NC(N)=NCCc2ccccc2)cc1
16) Cc1nc(NC(=O)/C=C/c2ccco2)sc1C
17) C/C(Cc1ccccc1)=N\NC(=O)CNC(=O)c1cccc(Cl)c1
18) COc1ccc(C(=O)NNC2=CC(=O)CC(C)(C)C2)cc1OC
19) CC(=O)c1cccc(S(=O)(=O)NC2CCCCCC2)c1
20) S=C(Nc1ccc(Br)cc1)N1CCn2cccc2C1c1cccnc1 (stereo not drawn)
assay / compound,9,10,11,12,13,14,15,16,17,18,19,20
Yfh1-depleted yeast,i,i,i,i,i,i,i,i,i,i,i,i
HIV fusion peptide,2.0%,-0.1%,-2.1%,-0.8%,0.3%,-0.1%,0.4%,32%,-0.7%,-1.9%,1.3%,0.0%
Dynein cargo inh,-0.061,-1.4,-0.41,1.2,-0.37,-0.033,-0.39,-0.44,0.84,-0.99,-0.8,-1.7
Dynein cargo inh cytoplasmic EGFP,-0.3,-0.23,-0.21,-0.099,-0.16,-0.76,-0.3,-0.31,-0.26,-0.13,-0.23,-0.17
Dynein cargo inh nuclear GR-EGFP,-0.12,-0.6,-0.17,0.26,-0.38,0.0044,-0.23,-0.49,0.38,0.11,-0.19,-1.1
Dynein cargo inh cell count,0.28,0.88,0.3,0.067,0.82,0.009,0.71,0.56,-0.21,0.57,0.19,0.94
MT stabilize HCS,/,2.9,2.2,1.7,2.2,/,1.6,16*,/,3.5,1.3,1.8
MT stabilize HCS Hoechst-high %,/,2.7,3.9,0.6,1.1,/,1.6,36*,/,3.1,2.0,2.7
MT stabilize HCS cytotoxicity %,/,10,10,4.8,0.5,/,8.8,28*,/,7.8,3.9,6.3
WT yeast gro inh,/,3,9,0,19,/,-3,-1,/,-16,-5,14
WT yeast gro inh mutant strain,/,14,2,-6,21,/,-3,-15,/,4,6,11
Autophagy HCS,/,i,i,i,i,/,i,i,/,i,i,i
Autophagy HCS cell loss 18 h,/,4,9,-3,2,/,12,14,/,2,-27,18
Insulin prom up,/,0.02,-0.59,0.84,/,-0.28,/,0.92,0.15,0.91,-0.13,-0.69
Insulin prom up cell count,/,1421,898,1275,/,1114,/,1184,1310,1194,1426,1289
bCat nuc transl,-4.6,-1.4,-0.1,0.1,/,-1.1,1.0,-2.6,-5.1,-0.2,0.8,0.4
bCat nuc transl cell count 5 µM,1217,1084,1141,1184,/,1180,1110,558,1179,515,1106,1024
AID2073,6%,27%,-7%,-8%,-8%,4%,4%,16%,21%,-3%,0%,-14%

21) Cc1cc2cc(CCNC(=O)c3ccc(Br)o3)c(=O)[nH]c2cc1C
22) CCCSc1nsc(NC(=O)CCC)n1
23) O=S(=O)(c1cc(F)cc(F)c1)N1CCN(c2ncccn2)CC1
24) O=C(/C=C/c1ccc(-c2ccccc2)o1)c1ccccc1
25) N#Cc1c(-c2ccccc2)nc(N2CCOCC2)[nH]c1=O
26) CCc1ccccc1NC(=O)CSc1nnc(-c2ccco2)n1N
assay / compound,21,22,23,24,25,26
Yfh1-depleted yeast,i,i,i,i,i,i
HIV fusion peptide,-0.6%,1.2%,6.0%,24%,2.4%,-1.8%
Dynein cargo inh,-0.57,0.9,1.7,-0.59,0.13,-0.25
Dynein cargo inh cytoplasmic EGFP,-0.28,-0.23,-0.15,-0.09,-0.22,-0.17
Dynein cargo inh nuclear GR-EGFP,-0.22,0.5,0.5,-0.44,0.2,0.0072
Dynein cargo inh cell count,0.23,-1,-0.29,0.57,-0.13,-0.15
MT stabilize HCS,2.9,3.3,2.2,3.8,4.1,1.7
MT stabilize HCS Hoechst-high %,4.2,1.7,1.4,1.8,2.0,2.0
MT stabilize HCS cytotoxicity %,5.1,0.4,0.0,2.5,4.6,4.6
WT yeast gro inh,96*,5,-15,8,11,-3
WT yeast gro inh mutant strain,67*,-4,-1,-2,13,9
Autophagy HCS,i,i,i,i,i,i
Autophagy HCS cell loss 18 h,-9,-5,3,-2,-9,8
Insulin prom up,-0.29,/,-0.05,1,0.13,/
Insulin prom up cell count,1332,/,1376,1449,1286,/
bCat nuc transl,-0.4,1.8,-3.0,2.0,3.5,/
bCat nuc transl cell count 5 µM,1335,551,936,1064,537,/
AID2073,-16%,-9%,2%,13%,8%,-4%

Some of the entries so far, field by field:
#25 N#Cc1c(-c2ccccc2)nc(N2CCOCC2)[nH]c1=O
  Yfh1-depleted yeast = i	HIV fusion peptide = 2.4%	Dynein cargo inh = 0.13	Dynein cargo inh cytoplasmic EGFP = -0.22	Dynein cargo inh nuclear GR-EGFP = 0.2	Dynein cargo inh cell count = -0.13	MT stabilize HCS = 4.1	MT stabilize HCS Hoechst-high % = 2.0	MT stabilize HCS cytotoxicity % = 4.6	WT yeast gro inh = 11	WT yeast gro inh mutant strain = 13	Autophagy HCS = i	Autophagy HCS cell loss 18 h = -9	Insulin prom up = 0.13	Insulin prom up cell count = 1286	bCat nuc transl = 3.5	bCat nuc transl cell count 5 µM = 537	AID2073 = 8%

#26 CCc1ccccc1NC(=O)CSc1nnc(-c2ccco2)n1N
  Yfh1-depleted yeast = i	HIV fusion peptide = -1.8%	Dynein cargo inh = -0.25	Dynein cargo inh cytoplasmic EGFP = -0.17	Dynein cargo inh nuclear GR-EGFP = 0.0072	Dynein cargo inh cell count = -0.15	MT stabilize HCS = 1.7	MT stabilize HCS Hoechst-high % = 2.0	MT stabilize HCS cytotoxicity % = 4.6	WT yeast gro inh = -3	WT yeast gro inh mutant strain = 9	Autophagy HCS = i	Autophagy HCS cell loss 18 h = 8	Insulin prom up = /	Insulin prom up cell count = /	bCat nuc transl = /	bCat nuc transl cell count 5 µM = /	AID2073 = -4%
